# HP1b binding inh: HP1-beta chromodomain-methylated histone interaction inhibition. hit rate 0.56% among 390,000. Potency, µM (top dose mostly 114 µM), for the others: top-dose activity change, negative = inhibition, most hits filed as inhibitors. AlphaScreen HP1-beta / biotin-H3K9me3 peptide binding; note: potency is the fitted concentration of half-maximal effect; nearly all actives have a fitted effect of over 70% in size; inactives centre near 23
#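 HP1-beta protein (50 nM final) preincubated 30 min at room temperature with biotinylated H3(1-18)K9me3 peptide (50 nM) in PBS pH 7.4, 0.01% Tween-20, then compound added for 30 min. AlphaScreen streptavidin donor/nickel chelate acceptor beads (10 ug/mL final), 30 min dark, luminescence read.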
# G9a inh: blocks human histone lysine methyltransferase G9a; Q96KQ7; G9a H3K9 monomethylation, AlphaScreen, 2 h; Potency, µM (doses to about 102 µM), for inactives: at the top dose activity, negative = inhibition, most hits filed as inhibitors; hit rate 8.8% among 350,000; note: potency is the fitted concentration of half-maximal effect; % is set by controls: 0 for no effect and ±100 for the full control effect; nearly all actives have a fitted effect of over 75% in size
#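 Quantitative HTS format: methyltransferase activity on a biotin-tagged H3K9 peptide is measured by AlphaScreen, using a rabbit anti-monomethyl-H3K9 antibody with streptavidin donor and anti-IgG acceptor beads. Final levels are 20 nM enzyme, 500 nM peptide, 20 uM SAM; 2 h RT.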
# Tb PGK inh: inhibitors of T. brucei phosphoglycerate kinase. Potency, µM (top dose mostly 57.5 µM), for inactives: at the top dose activity change, negative = inhibition, most hits filed as inhibitors. P07378. hit rate 0.043% among 380,000. PGK/GAPDH coupled, Kinase-Glo luminescence, 60 min; note: potency is the fitted concentration of half-maximal effect; % is set by controls: 0 for no effect and ±100 for the full control effect; nearly all actives have a fitted effect of over 60% in size
#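 Luminescent ATP detection (Kinase-Glo Plus) follows a 60-minute room-temperature incubation, with wells lacking PGK as controls. Buffer: 100 mM TEA (pH 7.6), 5 mM MgCl2, 0.01% Tween-20. Coupling enzyme GAPDH (100 nM final) supplies unstable 1,3-BPG in-well.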
# GLS inh: glutaminase GLS (human) inhibition | O94925 | GLS enzymatic activity, qHTS titration | Potency, µM (series often up to 45.5 µM), for the others: at the highest dose activity change, negative = inhibition, most hits filed as inhibitors | hit rate 0.21% among 410,000; note: potency is the fitted concentration of half-maximal effect; % is set by controls: 0 for no effect and ±100 for the full control effect
#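 hKGA in 45 mM KH2PO4 pH 8.2, 0.02% Tween-20 with pin-transferred compounds; 1 mM L-glutamine (stock) plus glutamate oxidase/HRP/Amplex Red coupling added. Fluorescence read initially and after 30 min at RT.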
# BAZ2B inh: blocks human BAZ2B; Q9UIF8; AlphaScreen BAZ2B-H3K14Ac peptide displacement; Potency, µM (top dose mostly 114 µM), for the others: top-dose activity change, negative = inhibition, most hits filed as inhibitors; hit rate 4.4% among 360,000; note: potency is the fitted concentration of half-maximal effect; % is set by controls: 0 for no effect and ±100 for the full control effect; nearly all actives have a fitted effect of over 60% in size
# Target sequence (Q9UIF8 whole entry, looked up): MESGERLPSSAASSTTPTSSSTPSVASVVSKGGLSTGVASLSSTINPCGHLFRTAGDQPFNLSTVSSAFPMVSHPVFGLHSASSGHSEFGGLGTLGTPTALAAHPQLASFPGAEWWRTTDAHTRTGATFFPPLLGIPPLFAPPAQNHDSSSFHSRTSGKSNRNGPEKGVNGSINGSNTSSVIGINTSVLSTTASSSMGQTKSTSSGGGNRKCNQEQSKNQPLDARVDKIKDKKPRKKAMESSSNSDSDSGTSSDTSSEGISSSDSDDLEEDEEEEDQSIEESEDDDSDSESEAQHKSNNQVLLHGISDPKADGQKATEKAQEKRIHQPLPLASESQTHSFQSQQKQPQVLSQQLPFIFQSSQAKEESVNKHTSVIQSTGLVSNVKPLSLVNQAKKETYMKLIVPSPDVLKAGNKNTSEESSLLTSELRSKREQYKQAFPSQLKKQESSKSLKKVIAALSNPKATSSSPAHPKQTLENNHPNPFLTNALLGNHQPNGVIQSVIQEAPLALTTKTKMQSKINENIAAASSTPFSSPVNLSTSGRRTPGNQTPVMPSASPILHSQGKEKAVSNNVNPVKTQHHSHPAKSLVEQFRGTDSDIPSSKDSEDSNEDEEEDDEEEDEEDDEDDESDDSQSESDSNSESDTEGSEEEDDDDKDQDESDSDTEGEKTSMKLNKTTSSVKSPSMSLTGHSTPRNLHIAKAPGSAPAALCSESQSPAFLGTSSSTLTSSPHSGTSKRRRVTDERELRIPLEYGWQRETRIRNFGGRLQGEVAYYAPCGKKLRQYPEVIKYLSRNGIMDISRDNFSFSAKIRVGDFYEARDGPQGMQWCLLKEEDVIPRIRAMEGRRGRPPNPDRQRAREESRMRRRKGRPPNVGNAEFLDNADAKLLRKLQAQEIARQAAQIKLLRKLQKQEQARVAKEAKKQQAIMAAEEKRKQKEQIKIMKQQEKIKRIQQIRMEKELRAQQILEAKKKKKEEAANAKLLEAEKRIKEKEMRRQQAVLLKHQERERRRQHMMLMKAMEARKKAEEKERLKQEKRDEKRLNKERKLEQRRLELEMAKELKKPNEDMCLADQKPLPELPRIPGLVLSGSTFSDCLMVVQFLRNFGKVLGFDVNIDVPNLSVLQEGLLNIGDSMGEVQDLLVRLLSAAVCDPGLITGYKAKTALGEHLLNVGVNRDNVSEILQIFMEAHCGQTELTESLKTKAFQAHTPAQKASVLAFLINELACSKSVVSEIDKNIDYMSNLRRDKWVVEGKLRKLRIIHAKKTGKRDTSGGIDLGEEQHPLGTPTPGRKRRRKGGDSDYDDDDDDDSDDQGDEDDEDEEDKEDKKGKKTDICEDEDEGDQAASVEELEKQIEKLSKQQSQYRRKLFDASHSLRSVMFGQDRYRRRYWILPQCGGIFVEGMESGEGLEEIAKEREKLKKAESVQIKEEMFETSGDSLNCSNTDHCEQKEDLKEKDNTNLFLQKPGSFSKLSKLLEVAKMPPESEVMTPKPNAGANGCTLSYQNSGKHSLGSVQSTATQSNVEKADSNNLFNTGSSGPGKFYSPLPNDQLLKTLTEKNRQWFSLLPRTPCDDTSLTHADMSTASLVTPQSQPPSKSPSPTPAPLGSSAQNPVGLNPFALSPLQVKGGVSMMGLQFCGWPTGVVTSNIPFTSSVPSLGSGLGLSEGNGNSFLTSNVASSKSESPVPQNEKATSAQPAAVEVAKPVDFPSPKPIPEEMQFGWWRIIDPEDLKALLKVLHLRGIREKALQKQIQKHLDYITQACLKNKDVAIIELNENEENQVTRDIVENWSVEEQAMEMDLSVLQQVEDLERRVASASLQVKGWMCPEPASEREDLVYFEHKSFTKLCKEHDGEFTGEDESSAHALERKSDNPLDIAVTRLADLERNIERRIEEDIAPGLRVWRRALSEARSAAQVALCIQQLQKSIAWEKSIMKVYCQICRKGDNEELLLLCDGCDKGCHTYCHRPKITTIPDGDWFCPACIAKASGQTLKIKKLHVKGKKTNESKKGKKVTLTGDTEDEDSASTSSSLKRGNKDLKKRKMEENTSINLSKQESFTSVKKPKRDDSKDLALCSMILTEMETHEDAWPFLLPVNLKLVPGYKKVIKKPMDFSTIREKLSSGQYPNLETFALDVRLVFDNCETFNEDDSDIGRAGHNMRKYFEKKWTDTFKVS
#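 Inhibition is scored as reduced AlphaScreen emission. The BAZ2B/b-H3(5-23)K14Ac complex (50 nM each) in PBS pH 7.4, 0.01% Tween-20 meets compound (up to 110 uM) for 30 min at RT before bead addition.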
# PI4K2A inh: blocks human PI4K2A kinase activity. Q9BTU6. purified PI4K2A, ADP-Glo luminescence, 1 h; active compounds read low. activity change, negative = inhibition, % at 76.9 µM. hit rate 0.13% among 420,000. AID 1346378; in the data active = activity change below about -50%; inconclusive = mostly about -30% to -49%;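 note: -100% = wells without enzyme as full effect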
#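 Compounds are screened against recombinant PI4K2A using PI as substrate and ATP, the latter dispensed at 300 microM. Reactions run one hour at ambient temperature before ADP-Glo detection; full inhibition defined by wells lacking enzyme.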
# Pin1 inhibitor: human Pin1 inhibition; Q13526; Pin1 FP peptide displacement, HiFluor488, 10 min; Potency, µM (highest dose often 115 µM), for the others: at the top dose activity, negative = inhibition, hits mostly inhibitors; hit rate 0.009% among 390,000; active = well fitted inhibition curve with a large enough effect in the polarisation, with a control signal flat, not every such curve was filed as active; inconclusive = small, poorly fitted or top-dose-only effect, or effect the other way, or a change in a side signal; inactive = no such curve, though single readings can be large or run the other way; the % refers to the polarisation; note: potency is the fitted concentration of half-maximal effect; % is set by controls: 0 for no effect and ±100 for the full control effect
# Pol eta inh: DNA polymerase eta (human) inhibition | Q9Y253 | recombinant Pol eta, fluorescent DNA replication assay | Potency, µM (highest dose often 114 µM), for the others: at the top dose activity change, negative = inhibition, most hits filed as inhibitors | hit rate 1.2% among 390,000 | AID 588591; note: potency is the fitted concentration of half-maximal effect; % is set by controls: 0 for no effect and ±100 for the full control effect
#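 Pol eta at 10 nM preincubated with compounds 15 min at room temperature; reaction started with fluorescent substrate (50 nM final) and read kinetically at 0 and 10 min.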
# JMJD2A Tudor inh: JMJD2A Tudor domain (human) inhibition. O75164. AlphaScreen JMJD2A-Tudor / H3K4me3 peptide binding. Potency, µM (highest dose often 114 µM), for the others: at the highest dose activity change, negative = inhibition, most hits filed as inhibitors. hit rate 4.4% among 390,000. AID 504339; note: potency is the fitted concentration of half-maximal effect; % is set by controls: 0 for no effect and ±100 for the full control effect; nearly all actives have a fitted effect of over 50% in size
# Active calls of the source: *; i = inactive; ? = inconclusive; . = no result given; [ ] = remark or other dose. Unless noted, calls come from the whole dose curve; as a rule, active = well fitted curve in the direction sought with a large enough effect; inconclusive = small, poorly fitted or top-dose-only effect, or another doubt; inactive = no such curve, though single readings can be large; an effect the other way counts as inactive or inconclusive.
SMILES,HP1b binding inh,G9a inh,Tb PGK inh,GLS inh,BAZ2B inh,PI4K2A inh,Pin1 inhibitor,Pol eta inh,JMJD2A Tudor inh
CCN(CC)C(=O)/C(=C\c1ccc2c(c1)OCO2)NC(=O)c1ccc(Br)cc1,23%,7%,0%,-22%,6%,5,-7%,-22%,-10%
COc1cccc(C2=CC(=O)C[C@H](c3ccc(Cl)cc3)C2)c1,87%[activator],7%[2.33 µM],-1%,1%,4%,-3,1%,-5%,19%
COc1ccc(Br)cc1CNC(=O)C1CCN(S(=O)(=O)N2CCCCC2)CC1,32%,-10%[0.501 µM],-7%,-4%,7%,-2,-14%,-4%,-1%
COc1ccc(NC(=O)c2c(C)oc3ccc(O)c(CN4CCN(Cc5ccccc5)CC4)c23)cc1,15%,?,-1%,5%,-10%,4,5%,-10%,-23%
CC(C)Oc1cccc(C(=O)Nc2ccc(Br)cc2F)c1,71%[activator],41%[59 µM],-2%,8%,18%,0,8%,-9%,71%[activator]
CC1(C)OC2OC(C(=O)N/N=C/c3ccccc3F)C3OC(C)(C)OC3C2O1 (stereo not drawn),42%[activator],21%[59 µM],-5%,0%,-13%,-2,-4%,-15%,-1%
CCc1nc(NCC(C)C)c(C#N)c2c1COC(C)(C)C2,42%,-5%[59 µM],-6%,-13%,-3%,9,1%,-13%,8%
COc1ccc(C(=O)NC2(C(F)(F)F)C(=O)N(Cc3ccco3)C3=C2C(=O)CC(C)(C)C3)cc1OC (stereo not drawn),13%,9%,1%,2%,6%[57.1 µM],-2,9%,-5%,2%[57.1 µM]
CCO[C@@H]1OC(C(=O)NCc2ccccc2)=C[C@H](C2CCCCC2)[C@H]1CCCO,17%,-43%[59 µM],0%,4%,-16%,3,?,-12%,-14%
CC(=O)Oc1ccccc1N(C(C)=O)S(=O)(=O)c1cccc([N+](=O)[O-])c1,-6%,.,-3%,7%,?,0,0%,-11%,?
O=C(CCC1CCCN(C(=O)CC2=CCCCC2)C1)N1CCN(c2ccccn2)CC1 (stereo not drawn),-17%,14%,-9%,?,-3%,3,-8%,-10%,14µM*
O=C(CN(C(=O)c1csnn1)c1ccc(F)c(Cl)c1)NCc1ccccc1,-5%,36%,-11%,-3%,10%,-3,5%,-15%,-7%
COCCN(CCOC)S(=O)(=O)c1ccc(C(=O)Nc2nnc(C)o2)cc1,4%,7.1µM*,-2%,-3%,14µM*,0,0%,-14%,28µM*
Cc1cc(C)c2c(CN3CCCCC3)cc(=O)oc2c1,23%,3%,-2%,-4%,17%,0,2%,-21%,23%
O=C(NC(=S)N1CCOCC1)C12CCC3CC(CC(C3)C1)C2,-11%,10%[59 µM],1%,17%,12%,-3,6%,19%,-23%
Oc1ccc(C[C@H]2CNCCN2CCc2cccc3ccccc23)cc1,1%,28%[2.33 µM],?,?,-10%,-3,2%,-10%,?
O=C(NNC(=S)Nc1ccccc1)c1cccc(S(=O)(=O)N2CCOCC2)c1,33%,32µM*,-5%,?,-5%,-3,-12%,-15%,-4%
Cc1cc(-n2c(SCC(=O)Nc3ccc(F)c(F)c3)nc3n[nH]c(C)c3c2=N)ccc1Cl,74%[activator],30%[59 µM],-3%,-1%,-8%,-2,-4%,-19%,-22%
COc1cc(NC(=O)C2CCCN2S(=O)(=O)c2cccc3cccnc23)cc(OC)c1OC (stereo not drawn),53%[activator],-12%,i,-8%,12%,-2,-2%,2%,-8%
CCCCc1c(O)n2c(nc3ccccc32)[nH]c1=O,37%,-6%[12.7 µM],i,0%,-4%,1,9%,-14%,-13%
CCOc1ccc(NS(=O)(=O)c2c(C)nc3sccn3c2=O)cc1,20%,-5%,6%,21%,4%,-1,-12%,-15%,-13%
Cc1cc(C)n(-c2ccc(C(=O)N3CCN(S(=O)(=O)c4ccc(Br)cc4Cl)CC3)cc2)n1,.,.,-4%,5%,.,-6,.,-9%,.
COc1ccccc1N(CC(=O)Nc1ccc(Cc2ccncc2)cc1)S(=O)(=O)c1ccccc1,-8%,-4%,-7%,-2%,-7%,-1,1%,-6%,-31%
CCOC(=O)C1(P(=O)(c2ccccc2)c2ccccc2)CCC1,18%,-7%[59 µM],0%,-3%,-3%,-10,-4%,-17%,2%
COCCNC(=O)CN(Cc1cccs1)C(=O)CCC(=O)Nc1nccs1,-28%,1%,-10%,-11%,-24%,-11,-2%,-13%,-11%
Cc1ccc(S(=O)(=O)N(C)C[C@H]2OCCCC[C@@H](C)Oc3ccc(NC(=O)Cc4ccccc4)cc3C(=O)N([C@H](C)CO)C[C@@H]2C)cc1,.,.,-8%,-1%,.,-2,.,-14%,.
CC(=O)NCc1cc(-c2nn(C)c(=O)c3ccccc23)ccc1C,24%,-22%,-4%,-8%,0%,4,-8%,6%,-4%
O=S(=O)(Nc1nc(-c2sccc2Cl)cs1)c1cc(Cl)ccc1Cl,?,?,-19%,29%,50µM*,-12,.,?,50µM*
Cc1cccc(C(=O)Nc2nc(-c3nnn(-c4cc(C)ccc4C)c3C)ns2)c1,27%,4%[59 µM],0%,-11%,2%,-2,?,-17%,12%
CCOCCCNC(=O)c1c[nH]c2ccc(OCC)cc2c1=O,5%,8%,0%,1%,-21%,-6,-2%,?,-12%[11.4 µM]
O=C(Nc1cccc(C(F)(F)F)c1)OCc1ccncc1,17%,.,12%,5%,.,0,2%,-12%,-3%
CS(=O)(=O)c1ccc(C(=O)NC(Cc2ccccc2)c2ccccc2)cc1 (stereo not drawn),26%,-6%,i,0%,-3%,-7,0%,-20%,-16%
O=S(=O)(c1ccc(Cl)cc1)N1CCCC1c1nc(-c2ccc(Cl)cc2)no1 (stereo not drawn),77%[activator],32%[59 µM],2%,-6%,14%,-7,11%,-14%,29%
Cc1cc(C(=O)N/N=C/c2cc([N+](=O)[O-])cc(C)c2O)n[nH]1,54%[activator],0%[59 µM],0%,4%,25µM*,-1,11%,13%,45µM*
CCC(=O)Nc1ccc(C=C(C(C)=O)C(C)=O)cc1,40%[activator],-48%,-2%,-19%,-11%,-10,0%,-7%,-9%
COc1ccc(CCNS(=O)(=O)c2ccc(N3CCCCS3(=O)=O)cc2)cc1,57%[activator],11%[59 µM],i,5%,13%,-1,-8%,-14%,-14%
CC(=O)Nc1ccc(N=Nc2ccccc2)cc1,-30%,-47%[59 µM],6%,12%,?,0,-8%,-13%,?
O=C(Nc1ccccc1Cl)Nc1ccccc1Cl,14%,.,-1%,3%,-14%,3,-5%,-14%,6%
O=S1(=O)CCN2N=C(C3CC3)SC2=N1,35%,-4%,-8%,3%,3%,4,-8%,-15%,0%
CCOc1ccc(OCC)c(S(=O)(=O)N2CCCCC2)c1,15%,-11%[59 µM],i,10%,-2%,-4,-3%,-10%,-4%
CN1C[C@@H]2[C@@H]3C(=O)N(Cc4ccccc4)C(=O)[C@@H]3[C@](C)(C1=O)N2C(=O)c1ccc(F)cc1,37%,.,-6%,3%,.,0,0%,-20%,-6%
COc1ccc(/C=C2\N=C(SC)N(c3ccccc3OC)C2=O)cc1,53%[activator],33%,-6%,-5%,-2%,0,8%,-12%,-16%
COc1cc(NC(=O)c2ccc(F)cc2)ccc1NC(=O)c1cc2ccccc2o1,32%,18%,-7%,-9%,0%,3,3%,-1%,4%
Cc1ccc(N2CCCn3c2cc(C)c(C#N)c3=O)cc1C,12%,-2%[59 µM],0%,-1%,0%,4,-13%,-9%,-24%
Cc1nc2c3ccccc3nc(NNC(=O)CCC(=O)N3CCN(c4cccc(Cl)c4)CC3)n2n1,73%[activator],26%[59 µM],9%,19%,11%,-1,?,-9%,-14%
O=c1[nH]c(SCc2cccc(Cl)c2)nc2ccccc12,7%,-10%,-5%,-7%,-5%,5,0%,-8%,3%
CCCCn1c(NCc2cc(C)ccc2O)nc2ccccc21,.,.,i,5%,.,-1,.,-15%,.
COc1ccc(CCCc2nnc(SCC(=O)Nc3ccccc3F)o2)cc1,14%,-31%,i,1%,11%,2,1%,-17%,-13%
CC(=O)N(Cc1ccccc1)c1ncc2c(n1)c(=O)c(C#N)c1ccccn12,9%,?,-8%,1%,?,0,?,-7%,-36%
CC(OC(=O)C12CCC(=O)N1c1ccccc1S2)C(=O)Nc1cccc(Cl)c1 (stereo not drawn),38%,?,-3%,13%,4%,2,0%,-23%,0%
Cn1c(=O)c2c(ncn2CC(=O)OCC(=O)Nc2cc(Cl)ccc2C#N)n(C)c1=O,11%,.,-4%,-24%,.,9,0%,-4%,-12%
CC(C)(C)n1ncc2c(=O)n(CC(=O)NCCc3ccccc3)cnc21,23%,2%[59 µM],-5%,5%,9%,6,4%,-2%,-4%
CC(=O)Nc1ccc(S(=O)(=O)NCc2cn3ccsc3n2)cc1,13%,7%[59 µM],-10%,16%,1%,0,-2%,12%,-12%
CC1CCN(C(c2cccs2)c2nnnn2Cc2ccccc2)CC1 (stereo not drawn),76%[activator],?,-1%,-2%,?,-3,28%,-31%,-6%[57.1 µM]
CN(C)Cc1nnnn1-c1cccc(-n2nnnc2CN(C)C)c1,34%[activator],26%,2%,-7%,4%,-3,1%,-21%,0%
CC(=O)c1cnc(N2CCCCC2)nc1C,35%[activator],-5%[12.7 µM],-2%,.,11%,12,-2%,-11%,-12%
Cc1ccc(S(=O)(=O)N2CCOCC2)cc1NC(=O)CSc1nnnn1C1CCCC1,46%[activator],1%[12.7 µM],i,-7%,7%,4,10%,-14%,-3%
O=c1c2ccccc2n(Cc2c(F)cccc2Cl)c(=O)n1Cc1ccccc1,31%[activator],11%[59 µM],i,3%,-1%,-2,7%,-9%,11%

# Some of the compounds tested, so the mix of outcomes need not match the whole.
